Screening data (PubChem BioAssay)
HepG2 viability – qHTS for Inhibitors of TGF-b: Cytotox Counterscreen; actives 0.76% (n = 410,000); Potency, µM (titrated, usually from 46.1 µM), for inactives: at the highest dose activity change, negative = cytotoxicity, actives largely listed as cytotoxic; AID 588856, 2011; HepG2 CAGA-GFP viability, ATP luminescence, 18 h; note: potency is the fitted concentration of half-maximal effect; some results filed as inactive show a strong effect at the top dose
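HepG2 CAGA-GFP cells (1000/well, DMEM with 1% FBS) received compound, then TGF-beta at 500 pg/mL final, and were incubated 18 hours at 37 degrees C. Viability was read by CellTiter-Glo luminescence. Media-only wells were set as complete cell-killing and DMSO as no toxicity.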
Nrf2 block – Nrf2 qHTS screen for inhibitors | actives 2.1% (n = 360,000) | AID 504444, 2011 | A549 ARE-Fluc reporter, luciferase luminescence, 18-24 h | Potency, µM (titrated, usually from 46 µM), without a hit: at the top dose activity change, negative = inhibition, actives largely listed as inhibitors; note: potency is the fitted concentration of half-maximal effect; % is set by controls: 0 for no effect and ±100 for the full control effect; nearly all actives have a fitted effect of over 60% in size
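Nrf2 activity is the BugLite luminescence, read 15 min after reagent at room temperature, following CellTiter-Fluor cytotoxicity readout (30 min, 37C). Compound titrations were applied for 18-24 h to 5000 A549 ARE_Fluc cells/well in 5% FBS OPTI-MEM.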
CCT modulator – High-Throughput Screening for Modulators of Cytosolic Chaperonin Activity; purified chaperonin ATPase assay, HTRF ADP detection, 30 min; activity change, % (concentration not given with the values), hits read low; actives 0.3% (n = 360,000); in the data active = activity change below about -30%; note: % is set by controls: 0 for no effect and ±100 for the full control effect
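We incubate TRiC, 40 or 20 nM final, with library compounds at 76 uM and 10 uM ATP for 30 min at 37 °C. ADP formed is detected with Transcreener HTRF reagents after 30 min at room temperature.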
Abeta yeast res – qHTS for compounds that reverse cellular toxicity of Amyloid beta (A-beta) peptide in yeast: Primary Screen | yeast expressing A-beta42, growth rescue, OD600, 48 h; response scale: 0% DMSO, 100% iron-clioquinol control | Potency, µM (titrated, usually from 46.1 µM), without a hit: at the highest dose growth rescue, hits mostly activators | actives 0.063% (n = 410,000); note: potency is the fitted concentration of half-maximal effect; nearly all actives have a fitted effect of over 55% in size
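Growth rescue measured by 600 nm absorbance after 48 h yeast culture at 30 C with compound. Values normalized between DMSO and an equimolar ferric chloride plus clioquinol control.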
Nrf2 activator – qHTS of Nrf2 Activators. AREc32 ARE-luciferase reporter (MCF7-derived line), luminescence, 24 h. Potency, µM (series often up to 46.1 µM), without a hit: top-dose activation, usual class: activators. actives 0.31% (n = 410,000). AID 624171, 2012; note: potency is the fitted concentration of half-maximal effect; % of control where 0% means no effect; nearly all actives have a fitted effect of over 65% in size
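Cells of the AREc32 ARE-luciferase line are plated in OPTI-MEM containing 5% FBS and left overnight at 37 deg C. Compounds are pinned in, incubation continues 24 hr, and firefly luciferase signal is then measured.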
A549 viability – Nrf2 qHTS screen for inhibitors: counterscreen for cytotoxicity; A549 ARE-Fluc cells, CellTiter-Fluor viability, 18-24 h; Potency, µM (series often up to 46 µM), for the others: at the highest dose activity change, negative = cytotoxicity, actives largely listed as inhibitors; actives 0.16% (n = 390,000); AID 504648, 2011; note: potency is the fitted concentration of half-maximal effect; % is set by controls: 0 for no effect and ±100 for the full control effect
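Cytotoxicity counterscreen: CellTiter-Fluor fluorescence was measured in A549 ARE_Fluc cells after 18-24 h of compound exposure in a concentration series. The subsequent BugLite luminescent read reports ARE-luciferase activity.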
Mm-Cpn inhibitor – Inhibitors of TCP-1 ring complex (TRiC) of Methanococcus maripaludis (MmCpn): qHTS | purified Mm-Cpn ATPase, ADP Transcreener TR-FRET | Potency, µM (top dose mostly 76.9 µM), for inactives: top-dose activity, negative = inhibition, actives largely listed as inhibitors | Chaperonin Mm-Cpn (Methanococcus maripaludis) | actives 0.031% (n = 330,000); note: potency is the fitted concentration of half-maximal effect; % is set by controls: 0 for no effect and ±100 for the full control effect; nearly all actives have a fitted effect of over 80% in size
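TR-FRET (320 nm excitation; 590 and 665 nm emission) reports ADP made from 10 uM ATP by 25 nM enzyme; compounds were preincubated 10 min, reaction run 30 min, both at 37°C.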
pAkt inh – HTS Assay for Inhibitors of Akt Phophorylation: Primary Screen. Neuro2A IGF-stimulated pAkt S473 HTRF, 20 min; hits give low values. activity change, % for hits at 50 µM. actives 0.32% (n = 360,000); in the data active = activity change below about -80%; inconclusive = mostly about -51% to -80%; note: % is set by controls: 0 for no effect and ±100 for the full control effect
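Single-point screen (50 µM final compound) in Neuro2A cells stimulated 20 min with 6 nM IGF at 37 deg C. After lysis, Ser473-phosphorylated Akt read by HTRF (ex 330 nm, em 615/665 nm) as the 665/615 ratio.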
TGFb inhibitor – qHTS for Inhibitors of TGF-b; HepG2 CAGA-GFP TGF-b/SMAD3 reporter, GFP fluorescence, 18 h; TGF-beta stimulated, 500 pg/mL final; Potency, µM (series often up to 46.1 µM), without a hit: at the highest dose activity, negative = inhibition, actives largely listed as inhibitors; actives 1.2% (n = 410,000); note: potency is the fitted concentration of half-maximal effect; % is set by controls: 0 for no effect and ±100 for the full control effect; nearly all actives have a fitted effect of over 65% in size
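Using HEPG2 CAGA-GFP reporter cells at 1000 cells/well, we pinned test compounds, stimulated with recombinant TGF-beta (500 pg/mL final) and measured total well GFP after 18 h.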
The depositor's hits bear a star; i = inactive; ? = inconclusive; nt = no result given; & = joins results of further samples; [ ] = remark or other dose. Unless noted, calls come from the whole dose curve; as a rule, active = well fitted curve in the direction sought with a large enough effect; inconclusive = small, poorly fitted or top-dose-only effect, or another doubt; inactive = no such curve, though single readings can be large; an effect the other way counts as inactive or inconclusive.

SMILES	HepG2 viability	Nrf2 block	CCT modulator	Abeta yeast res	Nrf2 activator	A549 viability	Mm-Cpn inhibitor	pAkt inh	TGFb inhibitor
CCn1c(NC(=O)C(C)C)c(-c2cccs2)c(=O)c2ccccc21	-2%	-3%	0.8	-11%	-0.6%	-6%	-2%	i	29%
CC(C)(C)c1ccc(CC(=O)N2CCC2(C)C(=O)NS(=O)(=O)c2ccc3c(c2)CCO3)cc1 (stereo not given)	2%	nt	-2.6	2%	-0.5%[9.22 µM]	nt	nt	i	-3%
CC(=O)c1c(O)c2cccc3c2n(c1=O)CCC3	7%	1%	0.6	-22%	-0.7%	2%	-8%	i	-1%
O=C(COC(=O)/C=C/c1cccc([N+](=O)[O-])c1)NCC1CCCO1 (stereo not given)	-17%	7%	0.4	-11%	16%	2%	3%	i	-6%
C/C=C(/C)C(=O)Nc1cccc(C2=NOC3(C2)C[C@@H](C(N)=O)N(C(=O)C2(C)CC2)C3)c1 (stereo not given in full)	-2%	0%	-2.8	-12%	0.6%	3%	0%	i	-23%
COc1cc2cc(Br)cc(Br)c2nc1C	-20%	-17%	1.2	-10%	-0.4%	-2%	-17%	i	1%
COC(=O)c1sc2cc(C(F)(F)F)cnc2c1-c1cccnc1	-17%	3%	-1.6	2%	2.2%	8%	-2%	i	1%
Cn1c(-c2cccc(OCc3ccccc3)c2)nc2c1c(=O)[nH]c(=O)n2Cc1ccccc1	-7%	1%	-1.3	-6%	-0.7%	-1%	0%	i	3%
O=C(O)CC(SCC(=O)Nc1ccccc1)C(=O)O (stereo not given)	-2%	0%	1.4	-7%	-0.2%	9%	1%	i	5%
COc1ccc(S(=O)(=O)N2CCCCC2)cc1NC(=O)C1CC1C (stereo not given)	-8%	-3%	0.9	-9%	0.0%	2%	-2%	i	-2%
CN(C)N1C(=O)CC(NNC(=O)c2ccncc2)C1=O (stereo not given)	-25%	10%	2.1	-19%	0.3%	13%	-2%	i	-9%
CCCC(=O)Nc1ccc(NC(=O)C23CC4CC(CC(C4)C2)C3)cn1	-1%	9%	-0.2	-3%	-0.6%	-4%	0%	i	-10%
O=C(CC1SC(=O)N(c2ccccc2)C1=O)Nc1ccccc1 (stereo not given)	-29%	15%	-1.4	-23%	7.8%	-24%	0%	i	-10%
O=C(C1=NN[C@@H]2C(=O)N(c3ccccc3C(F)(F)F)C(=O)[C@H]12)c1cnccn1	-14%	10%	0.2	-1%	-0.4%	-2%	4%	i	-6%
CCOc1ccc2nc(SCC(=O)NC(=O)NCc3ccco3)sc2c1	-40%	9%	0.5	-5%	5.7%	-7%	-2%	i	-18%
CCOC(=O)c1sc2nc(SCC(=O)NCc3ccco3)n(Cc3ccccc3)c(=O)c2c1C	3%	?	-1.8	-2%	-0.7%[9.22 µM]	-2%	-7%	i	0%
Cc1cccc(N2CCN(C(c3ccc(N(C)C)cc3)c3nnnn3C(C)(C)C)CC2)c1C (stereo not given)	0%	-26%	-0.6	16%	0.3%	-9%	-1%	i	9%
N#CC1(Nc2ccc3ccccc3c2)CCCC1	-12%	?	-3.8	27%	9.6%	-1%	nt	i	6%
CNc1nc(Cl)nc2c1ncn2-c1ccccc1	-38%	0%	-3.5	2%	8.2%	0%	nt	i	-12%
O=C(O)c1ccc(CSc2nnc(-c3ccc(Cl)cc3)o2)cc1	4%	3%	-4.4	-5%	-0.3%	-2%	0%	i	9%
Cc1ccccc1CC(=O)NCC1CCCCC1	3%	10%	0.2	10%	-0.4%	2%	-3%	i	6%
CN1/C(=C/C(=O)C2CCC2)Sc2ccccc21	-30%	?	2.8	-49%[inhibitor]	8.4%	1%	-1%	i	?
CC(=O)Cn1c(C(F)(F)F)nc2ccccc21	-25%	-9%	-1.7	3%	-0.6%	0%	2%	i	3%
N#CC1=C(N)C2=C(N3CCCCC3)CCCC2C1(C#N)C#N (stereo not given)	-16%	-15%	0.2	-2%	-0.6%	-1%	-2%	i	8%
CC12CCC(=O)C=C1CCC1C2CCC2(C)C(C(=O)CO)CC(O)C12 (stereo not given)	1%	-7%	0.9	-1%	0.3%	1%	nt	i	20%

For reference, some entries already given.
SMILES	HepG2 viability	Nrf2 block	CCT modulator	Abeta yeast res	Nrf2 activator	A549 viability	Mm-Cpn inhibitor	pAkt inh	TGFb inhibitor
N#CC1=C(N)C2=C(N3CCCCC3)CCCC2C1(C#N)C#N (stereo not given)	-16%	-15%	0.2	-2%	-0.6%	-1%	-2%	i	8%
CC12CCC(=O)C=C1CCC1C2CCC2(C)C(C(=O)CO)CC(O)C12 (stereo not given)	1%	-7%	0.9	-1%	0.3%	1%	nt	i	20%

In the list so far, these contain a CF3 group.
SMILES	HepG2 viability	Nrf2 block	CCT modulator	Abeta yeast res	Nrf2 activator	A549 viability	Mm-Cpn inhibitor	pAkt inh	TGFb inhibitor
COC(=O)c1sc2cc(C(F)(F)F)cnc2c1-c1cccnc1	-17%	3%	-1.6	2%	2.2%	8%	-2%	i	1%
O=C(C1=NN[C@@H]2C(=O)N(c3ccccc3C(F)(F)F)C(=O)[C@H]12)c1cnccn1	-14%	10%	0.2	-1%	-0.4%	-2%	4%	i	-6%
CC(=O)Cn1c(C(F)(F)F)nc2ccccc21	-25%	-9%	-1.7	3%	-0.6%	0%	2%	i	3%

(cont.)
SMILES	HepG2 viability	Nrf2 block	CCT modulator	Abeta yeast res	Nrf2 activator	A549 viability	Mm-Cpn inhibitor	pAkt inh	TGFb inhibitor
COC(=O)c1sccc1NC(=O)c1cc(OC)cc(OC)c1	-18%	-7%	0.6	6%	0.1%	-4%	0%	i	0%
COc1cccc(C(=O)OCC(=O)NC(=O)NC2CCCC2)c1O	19%	16%	-1.8	5%	-0.2%	6%	0%	i	4%
Cc1ccc(NC(=O)CN2C(=O)CN(C)C2=O)cc1S(=O)(=O)N1CCCCC1	-7%	-5%	1.3	2%	0.1%	-4%	1%	i	-5%
CCN(CC)CC(=O)Nc1c2c(nc3ccccc13)N(C)CC2	6%	5%	-5.6	9%	-0.9%	-14%	-6%	i	?
COc1ccc(-c2ccc([C@H]3[C@@H]4C=CCC[C@@]4(C)C(=O)N3Cc3ccccc3)c(F)c2)cc1	-10%	-29%	-0.8	5%	5.4%	12%	-3%	i	-24%
COc1cccc(C=NNC(=O)C2CC2)c1	-16%	3%	-2.5	-4%	0.1%	-5%	nt	i	0%
CCC(NC(=S)NCc1ccc(F)cc1)c1ccc(C(C)C)cc1 (stereo not given)	-39%	?	-0.8	7.1µM*	2.3%	-11%	1%	i	?
NC(=O)C1CCN(CCCNC2CC(=O)N(Cc3ccc(N4CCCC4=O)cc3)C2=O)CC1 (stereo not given)	5%	9%	-0.7	-1%	0.2%	3%	nt	i	14%
COC(=O)C1=C(C)NC(C)=C(C(=O)OC)C1C1CC=CCC1 (stereo not given)	3%	nt	-6.0	12%[9.22 µM]	-0.5%	0%	2%	-130%*	6%
O=C(O)CCCC(=O)Nc1ccccc1C(=O)N1CCOCC1	-19%	21%	-2.0	2%	-0.7%	5%	3%	i	-26%
CC1CCCCC1NC(=O)CO/N=C/c1ccccc1OC(F)F (stereo not given)	1%	-7%	0.9	6%	0.3%	0%	3%	i	6%
COC(=O)C1=C[C@@H](C(=O)OC)[C@@H]2C3=C(C(=O)[C@@]2(C)NC(=O)c2ccccc2)[C@H](C)[C@@H]2C(=O)N(Cc4ccccc4)C(=O)[C@@H]2[C@@H]3C1	-2%	11%	nt	nt	nt	-1%	nt	nt	-8%
COc1ccc(C2C(=O)N(C3CCC(C)CC3)CC(=O)N2C2CCCCC2)cc1OC (stereo not given)	1%	nt	nt	2%	-0.5%	-2%	nt	nt	-2%
O=C(CO/N=C/c1cccc([N+](=O)[O-])c1)NC1CCCCC1	-8%	3%	1.2	-18%	0.3%	0%	0%	i	2%
COc1ccc(SCCc2nnc(-c3ccccc3)o2)cc1	-5%	0%	-5.9	-20%	1.0%	0%	0%	i	-1%
Cc1ccc(C(=O)N2Cc3ccccc3CC2C(=O)O)cc1 (stereo not given)	-6%	-7%	1.8	6%	0.6%	-2%	1%	i	0%
CC(C)(C)OC(=O)[C@H](Cc1ccccc1)NC(=O)c1nc[nH]c1C(=O)N1CCc2ccccc2C1	-5%	5%	-0.7	-4%	1.7%	-3%	2%	i	-14%
CCCCn1c(N)c(N(CC)C(=O)CSCc2c(C)noc2C)c(=O)[nH]c1=O	0%	11%	-0.9	5%	-0.8%	-1%	-1%	i	0%
COc1ccccc1NC(=O)COC(=O)CC(C)(C)CC1=NS(=O)(=O)c2ccccc2N1	-13%&-2%	?	0.7	4%&4%	-0.2%&1.1%	17%&2%	-3%	i	?
O=C1NC(Cc2ccc(O)cc2)c2nc3cc(F)ccc3c(=O)n2-c2cc3ccccc3cc21 (stereo not given)	-21%	nt	0.4	0%	-4.4%	nt	nt	i	20µM*
O=C(Nc1c(F)cc(F)cc1Br)c1cc(-c2ccccc2)on1	-7%	6%	-1.6	-7%	13%	2%	-1%	i	19%
Cc1nc(C)n(C(Oc2ccc(Cl)cc2Cl)C(=O)C(C)(C)C)n1 (stereo not given)	6%	1%	-1.7	-16%	2.9%	9%	nt	i	19%
CCCCC(=O)Nc1cc(Cl)ccc1C(=O)O	0%	-9%	-1.3	1%	-0.9%	-6%	-5%	i	10%
COC(=O)c1ccc(NC(=O)C(C)Sc2nc(=O)cc(N)n2CCc2ccccc2)cc1 (stereo not given)	-20%	-3%	nt	6%	3.0%	22%	nt	nt	-2%
CCCCNC(=O)Cn1c(SCc2cccc(F)c2)nc2ccncc21	-9%	6%	nt	nt	nt	2%	nt	nt	-11%
